Screening results: PubChem BioAssay, Broad Institute
NSD2 block: inhibitors of human NSD2 methyltransferase. O96028. NSD2-SET H3K36me1 DELFIA fluorescence, biochemical. inhibition, % at 12.5 µM. 44,000 compounds, 0.07% hits. AID 624260; in the data active = inhibition above about 54%, passing the limit was not always enough; inconclusive = no clear call, values can overlap the other calls;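 note: inhibitors reduce the monomethyl H3K36 fluorescence signal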
Target sequence (O96028 whole entry, looked up): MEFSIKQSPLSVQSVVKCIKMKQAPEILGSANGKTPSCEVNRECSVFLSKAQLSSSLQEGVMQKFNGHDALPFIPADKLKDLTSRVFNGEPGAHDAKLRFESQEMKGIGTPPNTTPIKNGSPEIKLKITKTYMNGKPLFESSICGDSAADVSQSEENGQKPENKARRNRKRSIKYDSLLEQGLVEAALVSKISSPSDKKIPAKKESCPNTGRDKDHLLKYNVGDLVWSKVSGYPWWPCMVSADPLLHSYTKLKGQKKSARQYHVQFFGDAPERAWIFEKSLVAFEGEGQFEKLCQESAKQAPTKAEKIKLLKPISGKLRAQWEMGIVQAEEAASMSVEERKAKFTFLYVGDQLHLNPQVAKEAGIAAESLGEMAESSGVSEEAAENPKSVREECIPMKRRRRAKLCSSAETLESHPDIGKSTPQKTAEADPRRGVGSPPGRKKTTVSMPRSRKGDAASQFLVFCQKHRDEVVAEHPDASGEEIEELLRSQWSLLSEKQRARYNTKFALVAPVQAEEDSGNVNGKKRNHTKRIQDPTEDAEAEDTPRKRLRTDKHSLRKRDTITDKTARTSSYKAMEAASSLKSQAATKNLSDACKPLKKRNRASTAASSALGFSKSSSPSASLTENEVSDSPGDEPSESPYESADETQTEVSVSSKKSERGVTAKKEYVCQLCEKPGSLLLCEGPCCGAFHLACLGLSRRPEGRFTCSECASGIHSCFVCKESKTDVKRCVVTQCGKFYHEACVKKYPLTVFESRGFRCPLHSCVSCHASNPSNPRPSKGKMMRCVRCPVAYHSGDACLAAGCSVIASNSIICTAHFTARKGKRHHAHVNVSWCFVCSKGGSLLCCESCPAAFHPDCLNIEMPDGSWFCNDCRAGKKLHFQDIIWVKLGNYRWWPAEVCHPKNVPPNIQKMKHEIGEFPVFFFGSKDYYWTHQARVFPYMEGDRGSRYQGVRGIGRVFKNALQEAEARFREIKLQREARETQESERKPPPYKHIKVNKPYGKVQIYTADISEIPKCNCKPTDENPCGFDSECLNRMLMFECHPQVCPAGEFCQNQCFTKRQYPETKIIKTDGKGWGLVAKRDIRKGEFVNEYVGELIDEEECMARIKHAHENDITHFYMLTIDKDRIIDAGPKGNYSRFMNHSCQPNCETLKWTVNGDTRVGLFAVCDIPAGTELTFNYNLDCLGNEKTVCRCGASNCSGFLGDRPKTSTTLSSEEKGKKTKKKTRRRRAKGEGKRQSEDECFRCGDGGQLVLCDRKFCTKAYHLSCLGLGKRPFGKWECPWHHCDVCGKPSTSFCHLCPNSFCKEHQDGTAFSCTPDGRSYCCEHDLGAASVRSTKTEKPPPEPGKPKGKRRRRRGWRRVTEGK
Numbers without * were called inactive; ? = inconclusive.

SMILES | NSD2 block
C[C@@H]1CN([C@H](C)CO)C(=O)c2cccc(NC(=O)C3CC3)c2O[C@@H]1CN(C)S(=O)(=O)c1ccc(F)cc1 | 3
CNC[C@@H]1OCCCC[C@@H](C)Oc2ccc(NS(=O)(=O)c3ccccc3)cc2C(=O)N([C@H](C)CO)C[C@@H]1C | ?
COc1ccc(NC(=O)N(C)C[C@@H]2Oc3ccc(NC(=O)Nc4cccc5ccccc45)cc3CC(=O)N([C@@H](C)CO)C[C@H]2C)cc1 | 3
C=C1C(=O)O[C@H]2[C@H]1[C@@H](OC(=O)C(C)(O)C(C)Cl)C(OC(C)=O)/C(C(=O)OC)=C\CC[C@@]1(C)O[C@H]21 (stereo partly drawn) | -8
C/C=C/c1cnc2c(c1)C(=O)N([C@@H](C)CO)C[C@@H](C)[C@H](CN(C)Cc1ccccc1)O2 | 1
C[C@H](CO)N1C[C@H](C)[C@@H](CN(C)Cc2ccccc2F)Oc2cc(C#CCN(C)C)ccc2S1(=O)=O | -1
CC(C)NC(=O)Nc1ccc2c(c1)C(=O)N([C@@H](C)CO)C[C@@H](C)[C@H](CN(C)Cc1ccc(-c3ccccc3)cc1)O2 | 5
Cc1ccc(S(=O)(=O)N(C)C[C@H]2Oc3ccc(NC(=O)c4ccncc4)cc3C(=O)N([C@@H](C)CO)C[C@@H]2C)cc1 | 1
C[C@H]1CC(=O)C2=C(C1)C(O)C(O)[C@@]1(O)[C@H]2C(=O)c2cccc(O)c2[C@@H]1O (stereo partly drawn) | -3
C[C@H]1CN([C@@H](C)CO)C(=O)CCCn2nncc2CO[C@H]1CN(C)S(C)(=O)=O | 10
C[C@@H]1CN([C@H](C)CO)C(=O)c2cc(NC(=O)C3CCCCC3)ccc2O[C@@H]1CN(C)C(=O)Nc1ccc(F)cc1 | 0
C[C@@H]1CN([C@@H](C)CO)C(=O)c2cc(NC(=O)Nc3ccc(C(F)(F)F)cc3)ccc2O[C@@H]1CN(C)Cc1ccc(Cl)c(Cl)c1 | -2
C[C@@H]1CN([C@@H](C)CO)C(=O)c2cccc(N(C)C)c2O[C@@H]1CN(C)Cc1ccc(Cl)c(Cl)c1 | -4
CCC(=O)N(C)C[C@@H]1Oc2cc(-c3cncnc3)ccc2S(=O)(=O)N([C@@H](C)CO)C[C@@H]1C | -8
C[C@@H]1CN([C@@H](C)CO)C(=O)Cc2cc(NS(=O)(=O)c3ccc(F)cc3)ccc2O[C@H]1CN(C)C(=O)NC1CCCCC1 | -6
COc1ccc(S(=O)(=O)Nc2ccc3c(c2)CC(=O)N([C@H](C)CO)C[C@@H](C)[C@H](CN(C)S(=O)(=O)c2ccccc2)O3)cc1 | 5
CNC[C@@H]1OCCCC[C@H](C)Oc2ccc(NC(=O)Nc3c(C)noc3C)cc2C(=O)N([C@@H](C)CO)C[C@@H]1C | 6
COc1ccc(NC(=O)Nc2ccc3c(c2)C(=O)N([C@@H](C)CO)C[C@H](C)[C@@H](CN(C)Cc2ccc(C(F)(F)F)cc2)OCCCC[C@H](C)O3)cc1 | -4
COCC(=O)Nc1ccc2c(c1)[C@H]1C[C@H](CC(=O)NCC3CC3)O[C@H](CO)[C@H]1O2 | -3
C[C@H]1O[C@@H](O[C@H]2[C@@H](O)C[C@H](O[C@H]3[C@@H](O)C[C@H](O[C@H]4CC[C@@]5(C)[C@H](CC[C@@H]6[C@@H]5C[C@@H](O)[C@]5(C)[C@@H](C7=CC(=O)OC7)CC[C@]65O)C4)O[C@@H]3C)O[C@@H]2C)C[C@H](O)[C@@H]1O | 0

Structures above containing sulfur (8):
SMILES | NSD2 block
C[C@@H]1CN([C@H](C)CO)C(=O)c2cccc(NC(=O)C3CC3)c2O[C@@H]1CN(C)S(=O)(=O)c1ccc(F)cc1 | 3
CNC[C@@H]1OCCCC[C@@H](C)Oc2ccc(NS(=O)(=O)c3ccccc3)cc2C(=O)N([C@H](C)CO)C[C@@H]1C | ?
C[C@H](CO)N1C[C@H](C)[C@@H](CN(C)Cc2ccccc2F)Oc2cc(C#CCN(C)C)ccc2S1(=O)=O | -1
Cc1ccc(S(=O)(=O)N(C)C[C@H]2Oc3ccc(NC(=O)c4ccncc4)cc3C(=O)N([C@@H](C)CO)C[C@@H]2C)cc1 | 1
C[C@H]1CN([C@@H](C)CO)C(=O)CCCn2nncc2CO[C@H]1CN(C)S(C)(=O)=O | 10
CCC(=O)N(C)C[C@@H]1Oc2cc(-c3cncnc3)ccc2S(=O)(=O)N([C@@H](C)CO)C[C@@H]1C | -8
C[C@@H]1CN([C@@H](C)CO)C(=O)Cc2cc(NS(=O)(=O)c3ccc(F)cc3)ccc2O[C@H]1CN(C)C(=O)NC1CCCCC1 | -6
COc1ccc(S(=O)(=O)Nc2ccc3c(c2)CC(=O)N([C@H](C)CO)C[C@@H](C)[C@H](CN(C)S(=O)(=O)c2ccccc2)O3)cc1 | 5

Additional compounds follow:
SMILES | NSD2 block
C[C@@H]1CN([C@@H](C)CO)C(=O)c2cc(NS(=O)(=O)c3cccs3)ccc2O[C@@H]1CN(C)C(=O)Nc1ccccc1 | 3
C[C@H]1CN([C@@H](C)CO)C(=O)c2cccc(NS(=O)(=O)c3ccc(Cl)cc3)c2O[C@H]1CN(C)C(=O)Nc1ccc(C(F)(F)F)cc1 | -10
C[C@@H]1CN([C@H](C)CO)C(=O)c2cc(-c3ccc(F)cc3)cnc2O[C@@H]1CN(C)CC1CCOCC1 | -1
COc1ccccc1CNC(=O)C[C@@H]1C[C@@H]2c3cc(NC(=O)NC4CCCC4)ccc3O[C@@H]2[C@@H](CO)O1 | 7
C[C@H](CO)N1C[C@H](C)[C@H](CN(C)C(=O)Nc2ccc(C(F)(F)F)cc2)Oc2ccc(NC(=O)Nc3ccc(C(F)(F)F)cc3)cc2C1=O | -12
COc1ccc(NC(=O)N(C)C[C@H]2Oc3cc(-c4ccncc4)ccc3S(=O)(=O)N([C@H](C)CO)C[C@@H]2C)cc1 | 15
C[C@@H]1CN([C@@H](C)CO)C(=O)c2cccc(NC(=O)CCCCCC(=O)Nc3ccccc3N)c2O[C@H]1CN(C)Cc1ccc2c(c1)OCO2 | -2
CCCN(C)C[C@H]1Oc2cc(-c3ccc(C)cc3)ccc2S(=O)(=O)N([C@H](C)CO)C[C@H]1C | -1
Cc1noc(C)c1NC(=O)Nc1ccc2c(c1)C(=O)N([C@H](C)CO)C[C@H](C)[C@H](CN(C)Cc1ccncc1)O2 | 1
C[C@@H]1CN([C@H](C)CO)C(=O)c2cc(NC(=O)CCC(F)(F)F)ccc2O[C@@H](C)CCCCO[C@@H]1CN(C)Cc1ccc(C(=O)O)cc1 | 0
S=C(c1cccs1)N1CCCC1 | 0
CNC[C@@H]1Oc2cc(C#Cc3cccnc3)ccc2S(=O)(=O)N([C@@H](C)CO)C[C@@H]1C | 4
C[C@@H]1CN([C@H](C)CO)C(=O)Cc2cc(NC(=O)Cc3cn(C)c4ccccc34)ccc2O[C@H]1CN(C)Cc1ccc(C(=O)Nc2ccccc2N)cc1 | -1
C[C@H](CO)N1C[C@H](C)[C@H](CN(C)C(=O)Nc2ccc(C(F)(F)F)cc2)Oc2c(NC(=O)c3cnccn3)cccc2C1=O | -4
C[C@H]1CN([C@@H](C)CO)C(=O)Cc2cc(NC(=O)Nc3ccc(C(F)(F)F)cc3)ccc2O[C@@H]1CN(C)CC1CCCCC1 | 0
CC(=O)N(C)C[C@H]1Oc2cc(C#CCN(C)C)ccc2S(=O)(=O)N([C@@H](C)CO)C[C@@H]1C | -2
C[C@H](CO)N1C[C@H](C)[C@H](CN(C)Cc2ccccc2)Oc2c(NC(=O)Nc3cccc4ccccc34)cccc2C1=O | -5
CN(C)C=NC(=O)c1ccc(-c2cccs2)s1 | 4
C/C=C/c1cnc2c(c1)C(=O)N([C@@H](C)CO)C[C@H](C)[C@@H](CN(C)S(=O)(=O)c1ccc(F)cc1)O2 | 1
COc1ccc(NC(=O)Nc2ccc3c(c2)C(=O)N([C@H](C)CO)C[C@H](C)[C@H](CN(C)Cc2ccccc2)OCCCC[C@@H](C)O3)cc1 | 7

In another format: results already given.
C[C@@H]1CN([C@H](C)CO)C(=O)Cc2cc(NC(=O)Cc3cn(C)c4ccccc34)ccc2O[C@H]1CN(C)Cc1ccc(C(=O)Nc2ccccc2N)cc1
  NSD2 block: -1
C[C@H](CO)N1C[C@H](C)[C@H](CN(C)C(=O)Nc2ccc(C(F)(F)F)cc2)Oc2c(NC(=O)c3cnccn3)cccc2C1=O
  NSD2 block: -4

(next part)
SMILES | NSD2 block
CC(C)NC(=O)N(C)C[C@H]1Oc2c(NC(=O)C3CCOCC3)cccc2C(=O)N([C@@H](C)CO)C[C@@H]1C | 3
CCCN(C)C[C@@H]1OCCCC[C@@H](C)Oc2ccc(NS(=O)(=O)c3ccc(Cl)cc3)cc2C(=O)N([C@H](C)CO)C[C@@H]1C | -3
C[C@@H]1CN([C@H](C)CO)C(=O)c2cc(NC(=O)c3ccccc3)ccc2O[C@@H](C)CCCCO[C@H]1CN(C)C(=O)Nc1cccc2ccccc12 | 1
C[C@@H]1CN([C@@H](C)CO)S(=O)(=O)c2ccc(C#CCN(C)C)cc2O[C@@H]1CN(C)CC1CC1 | -1
C[C@H]1CN([C@@H](C)CO)C(=O)c2cc(NS(=O)(=O)c3cccs3)ccc2O[C@H]1CN(C)C(=O)Nc1ccc(C(F)(F)F)cc1 | 3
COc1ccc(NC(=O)N(C)C[C@H]2Oc3ccc(NC(=O)Cc4cn(C)c5ccccc45)cc3CC(=O)N([C@H](C)CO)C[C@H]2C)cc1 | 3
COc1ccc(S(=O)(=O)N(C)C[C@@H]2OCCCC[C@H](C)Oc3ccc(N(C)C)cc3C(=O)N([C@H](C)CO)C[C@H]2C)cc1 | 11
C[C@H](CO)N1C[C@H](C)[C@H](CN(C)C(=O)CC2CC2)Oc2ncc(C#Cc3cccnc3)cc2C1=O | -4
C[C@@H]1CN([C@@H](C)CO)C(=O)c2cc(C#CC3(O)CCCC3)cnc2O[C@H]1CN(C)S(=O)(=O)c1ccc(F)cc1 | -11
C[C@@H]1CCCCO[C@H](CN(C)C(=O)Nc2cccc3ccccc23)[C@H](C)CN([C@@H](C)CO)C(=O)c2cc(NC(=O)Cc3ccccc3)ccc2O1 | -2
Cc1noc(C)c1S(=O)(=O)Nc1ccc2c(c1)C(=O)N([C@H](C)CO)C[C@H](C)[C@H](CN(C)Cc1ccc(-c3ccccc3)cc1)O2 | -10
C[C@@H]1CCCCO[C@@H](CN(C)Cc2ccc(C(=O)O)cc2)[C@@H](C)CN([C@H](C)CO)C(=O)c2cc(NC(=O)Nc3ccc(F)cc3)ccc2O1 | -1
COc1ccc(-c2cnc3c(c2)C(=O)N([C@H](C)CO)C[C@H](C)[C@H](CN(C)Cc2ccc(F)cc2)O3)cc1 | 3
Cc1cc(C(=O)Nc2cccc3c2O[C@H](CN(C)C(=O)NC(C)C)[C@H](C)CN([C@@H](C)CO)C3=O)n(C)n1 | 7
O=C(NO)c1cccc(C(=O)N/N=C/c2ccc(O)cc2Br)c1 | -2
COc1ccc(S(=O)(=O)N(C)C[C@H]2Oc3ccc(NS(=O)(=O)c4ccc(C)cc4)cc3CC(=O)N([C@H](C)CO)C[C@@H]2C)cc1 | -2
O=C1CCCc2c1n(CCN(Cc1ccccc1)Cc1ccccc1)c1ccc(Cl)cc21 | -3
C[C@@H]1CN([C@@H](C)CO)C(=O)Cc2cc(NC(=O)Nc3ccc(F)cc3)ccc2O[C@@H]1CN(C)Cc1ccc(C(=O)O)cc1 | -4
C[C@@H]1CCCCO[C@@H](CN(C)C)[C@@H](C)CN([C@H](C)CO)C(=O)c2cc(NC(=O)Cc3ccccc3)ccc2O1 | ?
C[C@H]1CN([C@@H](C)CO)C(=O)c2cc(-c3cccnc3)cnc2O[C@H]1CN(C)C(=O)C1CC1 | 4
CN1CCN(C(=O)C[C@@H]2C[C@@H]3c4cc(NC(=O)NC5CCCCC5)ccc4O[C@@H]3[C@@H](CO)O2)CC1 | 0
COc1cc(/C=C/C(=O)OC2C(COC(=O)c3cc(OC)c(OC)c(OC)c3)OC(OC3(CO)OC(CO)C(O)C3O)C(O)C2O)cc(OC)c1OC (stereo not drawn) | 11
C[C@@H]1CN([C@@H](C)CO)C(=O)Cc2cc(NC(=O)Nc3ccc(F)cc3)ccc2O[C@H]1CN(C)S(=O)(=O)c1cn(C)cn1 | 1
O=C(C[C@@H]1C[C@@H]2c3cc(NC(=O)Nc4ccc(C(F)(F)F)cc4)ccc3O[C@@H]2[C@@H](CO)O1)NCc1ccc2c(c1)OCO2 | -1
COc1ccc(NC(=O)Nc2cccc3c2O[C@@H](CN(C)Cc2ccc(C(=O)Nc4ccccc4N)cc2)[C@@H](C)CN([C@H](C)CO)C3=O)cc1 | 2
COc1cc(/C=C/C=N/NC(=O)c2ccc(C(=O)NO)cc2)ccc1O | 6
Cc1ccc(S(=O)(=O)N(C)C[C@H]2Oc3ccc(NS(=O)(=O)c4cccs4)cc3C(=O)N([C@H](C)CO)C[C@@H]2C)cc1 | 2
CCCN(C)C[C@H]1Oc2ncc(C#Cc3ccccc3OC)cc2C(=O)N([C@@H](C)CO)C[C@H]1C | 11
C[C@@H]1CN([C@@H](C)CO)C(=O)c2cc(-c3cccc(C#N)c3)cnc2O[C@@H]1CN(C)C(=O)C1CCOCC1 | 5
O=C(N1CCCCC1)[C@@]1(Cc2ccccc2)N=C(c2ccc(OCCCO)cc2)O[C@H]1c1ccccc1 | -6
C[C@H]1CN([C@@H](C)CO)C(=O)Cc2cc(NS(=O)(=O)c3cn(C)cn3)ccc2O[C@@H]1CN(C)C | -2
C=CCNC(=O)[C@H]1[C@@H]2C(=O)O[C@@H](c3ccccc3)[C@@H](c3ccccc3)N2[C@@H](c2ccc(O)cc2)[C@]12C(=O)Nc1ccccc12 | -5
C[C@H](CO)N1C[C@H](C)[C@H](CN(C)Cc2ccc3c(c2)OCO3)Oc2ccc(NC(=O)Cn3cnnn3)cc2CC1=O | 4
C[C@@H]1CN([C@H](C)CO)S(=O)(=O)c2ccc(C#Cc3ccccc3)cc2O[C@H]1CN(C)C(=O)C1CC1 | -10

Not all compounds are listed; the hit share may differ from the screen's.
